Assay outcomes as filed in PubChem.
hcDAF-12 act = H. contortus DAF-12 activation, primary screen; HEK293 hcDAF-12 lit1-tk-luc reporter, luminescence; 0% DMSO, 100% Δ7-dafachronic acid; activation, % at 6.8 µM; AID 652067; 1.4% of 370,000 active;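 active = activation above the mean of all tested compounds plus 3 SD, cut at about 5.5% in these data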;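 note: 100% = response to 3 µM Δ7-dafachronic acid high control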
proKLK7 act = activators of human kallikrein-7 zymogen; P49862; 0.9% of 370,000 active; AID 652039; activation, % at 7 µM; purified proKLK7, EDANS-DABCYL substrate fluorescence; 100% is mature enzyme control, 0% vehicle;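 active = activation above the mean of all tested compounds plus 3 SD, computed per campaign excluding outliers beyond control limits, cut at about 13% in these data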
hgDAF-12 ag = agonists of H. glycines DAF-12 nuclear receptor | HEK293 GAL4-hgDAF12 UAS-luciferase reporter, agonist luminescence; normalized to butyrate control | activation, % at 6.8 µM | 1.8% of 370,000 active | AID 687014;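 active = activation above a cutoff set at the mean of all screened compounds plus 3 SD, cut at about 10% in these data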;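 note: 0% = DMSO wells and 100% = sodium butyrate wells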
DAX1 inh-1 = inhibitors of DAX1 repression of SF-1 activated StAR promoter. HEK293T StAR-luciferase reporter, SF-1/DAX-1 repression relief. inhibition, % at 6.8 µM. 1.1% of 370,000 active. AID 652010;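 active = inhibition above the mean over all tested compounds plus 3 SD, cut at about 3.6% in these data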;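 note: 0% = DAX-1 cells with DMSO and 100% = cells lacking DAX-1 with DMSO; higher inhibition means more luminescence from relief of DAX-1 repression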
NPR1 activator = GC-A (human) enzyme activation | P16066 | HEK293 GC-A cells, cGMP TR-FRET, EC30 ANP; 0% at EC30 ANP, 100% saturating ANP | activation, % at 10 µM | 0.14% of 370,000 active | AID 1671463; in the data active = activation above about 40%
Target sequence (P16066 whole entry, looked up): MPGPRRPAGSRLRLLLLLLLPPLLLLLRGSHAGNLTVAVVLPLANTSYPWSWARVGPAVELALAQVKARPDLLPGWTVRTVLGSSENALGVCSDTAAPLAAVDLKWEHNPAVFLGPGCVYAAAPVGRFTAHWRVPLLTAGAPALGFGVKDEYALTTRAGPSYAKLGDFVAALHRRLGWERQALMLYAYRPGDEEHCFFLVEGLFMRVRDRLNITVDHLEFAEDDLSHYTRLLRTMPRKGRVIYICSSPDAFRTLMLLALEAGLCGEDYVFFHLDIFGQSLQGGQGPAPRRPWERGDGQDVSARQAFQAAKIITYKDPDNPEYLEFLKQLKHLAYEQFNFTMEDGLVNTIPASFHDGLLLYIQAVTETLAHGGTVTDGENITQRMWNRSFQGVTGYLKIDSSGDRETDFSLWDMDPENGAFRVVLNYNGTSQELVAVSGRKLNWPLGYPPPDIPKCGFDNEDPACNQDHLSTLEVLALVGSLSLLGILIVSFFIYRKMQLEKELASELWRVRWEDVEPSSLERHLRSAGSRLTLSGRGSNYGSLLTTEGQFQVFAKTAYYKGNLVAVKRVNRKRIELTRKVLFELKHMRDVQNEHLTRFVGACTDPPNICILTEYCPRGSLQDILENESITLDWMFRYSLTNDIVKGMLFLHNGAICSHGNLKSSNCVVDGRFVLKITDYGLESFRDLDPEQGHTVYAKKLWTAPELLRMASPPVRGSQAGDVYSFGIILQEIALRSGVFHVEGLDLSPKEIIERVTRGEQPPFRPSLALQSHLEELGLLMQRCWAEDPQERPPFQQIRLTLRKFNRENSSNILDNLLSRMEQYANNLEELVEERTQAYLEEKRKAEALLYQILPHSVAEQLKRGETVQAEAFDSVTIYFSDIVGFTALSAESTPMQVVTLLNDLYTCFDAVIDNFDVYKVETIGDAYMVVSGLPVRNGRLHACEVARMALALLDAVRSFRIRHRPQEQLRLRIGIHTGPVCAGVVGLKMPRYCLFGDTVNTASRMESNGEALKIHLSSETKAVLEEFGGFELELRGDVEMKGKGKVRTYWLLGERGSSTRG
HGIII-sPLA2 inh = Blocks human group III sPLA2 activity. Q9NZ20. QFRET BODIPY PC-A2 liposome hydrolysis, fluorescence. inhibition, % at 12.2 µM. 0.56% of 370,000 active;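 active = inhibition above mean plus 3 SD of compounds lying within the high and low control bounds, cut at about 19% in these data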;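 note: 0% = median of test compound wells and 100% = no enzyme DMSO wells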
FXN GAA850 act = activators of GAA850 frataxin (FXN) promoter. 0.56% of 360,000 active. activation, % at 6 µM. AID 540364. HEK293 lucGAA850 FXN promoter luciferase reporter, 24 h; percent of 10 µM SAHA response;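 active = activation above the average of all compounds screened plus 3 SD, cutoff fixed separately per campaign, cut at about 7.5% in these data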;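 note: 0% = DMSO wells and 100% = 10 µM SAHA wells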
SMARCA2 activ = activators of SMARCA2 function; MG213 cells, MMTV-luciferase reporter, dexamethasone, overnight; activation, % at 9.1 µM; 1% of 370,000 active; AID 652017; in the data active = activation above about 7.8%;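 note: 0% = vehicle wells and 100% = reference activator wells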
DAX1 inh-2 = inhibitors of human orphan nuclear receptor DAX1 (NR0B1); P51843; HEK293 Gal4-DAX1 luciferase reporter, luminescence; inhibition, % at 6.75 µM; 0.99% of 340,000 active; AID 504766;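 active = inhibition above the mean over all tested compounds plus 3 SD, cut at about 4.2% in these data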;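 note: 0% = DAX1-transfected cells with DMSO and 100% = empty-vector control cells with DMSO; inhibition shows as a rise in luminescence from relieved DAX1 repression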
GC-B act = GC-B (human) receptor activation; 0.11% of 370,000 active; activation, % at 10 µM; P20594; HEK293-GC-B cells, CNP EC30, cGMP TR-FRET; 0% at EC30 CNP, 100% saturating CNP;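 active = activation at 10 µM reaching about 35% in either raw or pattern-adjusted values, limit read from the data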
ssDAF12 agonist = activates DAF-12 receptor from parasite S. stercoralis; AID 652126; 1% of 370,000 active; activation, % at 6.8 µM; HEK293 ssDAF-12/GRIP1 lit1-tk-luc reporter, luminescence; % of 3 µM dafachronic acid response;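 active = activation above the mean over all tested compounds plus 3 SD, cut at about 0.9% in these data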;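 note: 0% = DMSO-only wells and 100% = 3 µM delta7-dafachronic acid wells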
* marks the source's active call; other numbers are inactive results; / = not tested or not shown.

SMILES	hcDAF-12 act	proKLK7 act	hgDAF-12 ag	DAX1 inh-1	NPR1 activator	HGIII-sPLA2 inh	FXN GAA850 act	SMARCA2 activ	DAX1 inh-2	GC-B act	ssDAF12 agonist
O=C(c1cccn2c(=O)c3cc(Cl)ccc3nc12)N1CCOCC1	-0.9	52*	0.8	0.7	0	3	1.5	1	-0.4	4	-2.2
COc1cccc(-c2ccc3c(c2)C2CC3CCN2C(=O)c2ccc(-c3ccccc3)cc2)c1 (stereo not given)	0.7	-0.5	2.0	-0.8	0	-1	0.0	-4	-1.4	1	-1.7
CC(NC(=O)c1ccccc1O)c1ccccc1 (stereo not given)	-0.8	-8.2	-0.6	-0.3	1	-2	1.1	-2	-0.8	-1	-1.6
Cc1ccc(C(=O)N2CCC(C(N)=O)CC2)cc1C	-0.7	-0.1	1.9	-0.7	-1	-1	-1.9	1	0.1	3	-1.1
O=[N+]([O-])c1ccc(NCCCN2CCOCC2)c([N+](=O)[O-])c1	-0.8	0.0	0.9	0.0	-1	10	2.4	-2	-0.1	0	-1.1
COc1cccc(C(=O)N/N=C(/CCC(=O)O)c2ccccc2)c1	0.8	-0.5	12*	0.4	0	-1	3.3	1	0.3	3	-0.5
CC(=O)N1CCN(S(=O)(=O)c2ccc3c(c2)CC(=O)N3)CC1	-1.1	0.8	0.8	1.0	0	-5	-1.8	5	-0.4	2	-0.9
NNC(=O)c1sc2nc(N3CCOCC3)c3c(c2c1N)CCCC3	-1.3	-7.1	-1.7	-0.6	5	-3	1.1	-1	/	7	-1.2
CC1(c2nnc(-c3cccc(Cl)c3)o2)CC(c2ccccc2Br)=NO1 (stereo not given)	-1.7	0.3	4.4	0.0	1	-2	-1.0	-1	0.1	-13	-0.9
Cc1cc(-c2nnc(CCC(=O)NC(C)c3ccc(F)cc3)o2)no1 (stereo not given)	1.2	-0.5	-1.9	-0.1	0	13	-0.1	1	-0.1	1	-1.4
Cc1cccc(C)c1OCC(=O)Nc1cc(Cl)ccc1-n1cncn1	0.4	0.0	0.3	1.6	-3	2	0.2	-1	-1.2	-4	-0.2
COCCOC(=O)C1=C(C)NC(=S)NC1c1ccc(OCC(=O)N2CC(C)OC(C)C2)c(OC)c1 (stereo not given)	-0.3	0.2	-0.2	-1.2	2	16	0.2	-2	0.6	2	-1.3
CN1C(=O)[C@@H]2C[C@@]3([C@@]45C[C@H]6C(=O)N(C)[C@@H](Cc7ccccc7)C(=O)N6[C@@H]4Nc4ccccc45)c4ccccc4N[C@H]3N2C(=O)[C@@H]1Cc1ccccc1	-1.7	0.3	-1.6	-0.4	2	-2	-0.3	2	-0.2	1	-0.8
Cc1ccc(C(=O)NNC(=S)NCC2CCCO2)cc1[N+](=O)[O-] (stereo not given)	-0.4	0.2	0.0	1.8	-2	-2	0.6	0	0.3	-8	-1.0
O=C(NC1CCCCNC1=O)c1ccc(Cl)cc1 (stereo not given)	0.1	0.1	2.5	0.8	1	0	0.9	2	1.2	-1	-0.6
COc1ccccc1-n1cnc2cc(C(=O)NCc3ccco3)ccc21	0.1	0.7	0.5	-0.2	3	1	2.9	0	-0.8	-2	-1.3
O=C(NC(=S)Nc1ccc(S(=O)(=O)Nc2nccs2)cc1)c1cccc(F)c1	1.5	0.2	-1.4	-0.2	-1	7	1.0	-2	1.2	5	-1.1
COc1ccccc1CCNC(=O)CSc1nnc2ccc(-c3cccnc3)nn12	0.0	-0.5	2.7	-0.1	-4	17	0.9	-4	2.0	-1	-1.0
O=C(NNc1cccc([N+](=O)[O-])c1)/C(=C\c1cccnc1)NC(=O)c1ccccc1	0.3	-0.1	-1.8	0.2	2	15	-0.8	-2	0.7	5	-1.4
CN(C(=O)NC1CC(=O)N(c2ccc3c(c2)OCCO3)C1)c1ccccc1 (stereo not given)	0.5	-0.1	2.0	-0.1	-2	5	-0.2	-1	1.1	-5	-0.6
c1ccc(-c2nc3ccccc3nc2-c2ccc(CN3CCC(c4nc5ccccc5[nH]4)CC3)cc2)cc1	2.5	-3.4	-1.9	-0.9	0	-7	/	8.7*	/	8	-1.4
O=C(Nc1cccc(O)c1)C1CC(c2ccc(Cl)cc2)=NO1 (stereo not given)	-0.1	-0.4	2.4	0.2	3	-19	1.4	1	1.3	-1	-1.0
CCN(CCO)c1ncnc2c1sc1nc(C(C)C)c3c(c12)CC(C)(C)OC3	-1.5	0.1	-2.3	-0.2	12	8	3.4	-1	-0.5	11	-1.5
CCn1cc(C(=O)O)c(=O)c2cc(F)c(N3CCN(C(=S)NC(=O)c4ccccc4Cl)CC3)cc21	-1.4	0.0	0.5	-0.4	2	3	0.3	9.1*	3.8	-2	-1.6
CCC(=O)Nc1ccc(NC(=O)c2ccccc2)nc1	7.0*	0.4	11*	4.1*	5	3	2.9	5	0.4	-3	1.0*
COc1ccc(C(=O)N2CCCC(c3nc(-c4cccs4)no3)C2)cc1OC (stereo not given)	-2.1	-0.4	-0.5	0.3	2	-6	0.8	3	0.8	3	-1.3
COc1ccccc1/C=C/C=N/n1c(-c2ccc(Cl)cc2Cl)n[nH]c1=S	-1.3	-1.5	2.6	-0.2	-5	10	0.0	-7	-0.3	2	-0.2
O=C(Nc1sc2c(c1C(=O)O)CCCC2)c1ccccc1Cl	-0.3	0.5	0.3	0.5	-2	-4	1.3	0	1.3	-10	-0.3
CCOC(=O)N(C)C[C@H]1OCc2cn(nn2)CCCC(=O)N([C@H](C)CO)C[C@@H]1C	0.8	-0.2	0.5	-0.3	2	2	-1.0	-2	1.3	3	-0.4
CCNc1nc(-c2ccc(OC(F)F)cc2)c(C)s1	2.2	-0.2	4.8	0.9	-2	6	3.9	1	0.3	-6	-0.9

An excerpt from above with just HGIII-sPLA2 inh, NPR1 activator and GC-B act.
smiles | HGIII-sPLA2 inh | NPR1 activator | GC-B act
CCOC(=O)N(C)C[C@H]1OCc2cn(nn2)CCCC(=O)N([C@H](C)CO)C[C@@H]1C | 2 | 2 | 3
O=C(Nc1sc2c(c1C(=O)O)CCCC2)c1ccccc1Cl | -4 | -2 | -10
O=C(NNc1cccc([N+](=O)[O-])c1)/C(=C\c1cccnc1)NC(=O)c1ccccc1 | 15 | 2 | 5
CCC(=O)Nc1ccc(NC(=O)c2ccccc2)nc1 | 3 | 5 | -3
O=C(Nc1cccc(O)c1)C1CC(c2ccc(Cl)cc2)=NO1 (stereo not given) | -19 | 3 | -1
O=C(NC(=S)Nc1ccc(S(=O)(=O)Nc2nccs2)cc1)c1cccc(F)c1 | 7 | -1 | 5

Remaining list, next part.
SMILES	hcDAF-12 act	proKLK7 act	hgDAF-12 ag	DAX1 inh-1	NPR1 activator	HGIII-sPLA2 inh	FXN GAA850 act	SMARCA2 activ	DAX1 inh-2	GC-B act	ssDAF12 agonist
Cc1ccc(C)c(S(=O)(=O)N2CCN(C(=O)c3ccc(-n4cncn4)c([N+](=O)[O-])c3)CC2)c1	-1.2	0.3	1.6	-1.6	0	-7	0.6	-2	-0.8	-6	-1.2
COc1ccc(NC(=O)CN2C(=O)COc3ccc(S(=O)(=O)N4CCCCC4)cc32)cc1OC	-2.7	0.1	-2.6	0.0	6	4	-2.4	-3	0.3	-5	-0.6
Cc1ccc(C(=O)OCC(=O)Nc2sc3c(c2C#N)CCCCC3)cc1NC(=O)c1ccco1	-0.6	0.6	-1.0	0.1	-2	-4	-2.4	0	1.1	-3	-1.2
c1ccc(OCc2nnc3n2CCCCC3)cc1	-1.1	0.1	-1.2	0.6	6	-3	1.4	-2	0.5	1	-1.8
O=S(=O)(c1ccc2c(c1)OCCO2)N1CCN(S(=O)(=O)c2c(F)cccc2F)CC1	-1.8	/	1.0	/	-1	0	/	/	/	2	-1.8
CCOC(=O)N1CCN(C(=O)Cn2cnc3ccccc3c2=O)CC1	-1.2	0.4	0.4	0.8	-2	4	1.6	-2	0.2	1	-1.7
Cc1ccc(NC(=O)c2ccc(N3CCOCC3)c([N+](=O)[O-])c2)cc1S(=O)(=O)N1CCOCC1	-6.6	0.7	-10	-2.9	10	0	-0.9	-5	-3.0	6	-2.8
CCCc1nnc(NC(=O)c2nc(S(=O)(=O)Cc3ccc(C)cc3)ncc2Cl)s1	-3.7	0.5	-5.8	-0.7	16	-8	-1.1	5	-2.0	10	-1.0
CCOC(=O)C1=C(C)C2C3C(=O)N(c4cc(C)ccc4C)C(=O)C3C1(C)C1C(=O)N(c3cc(C)ccc3C)C(=O)C21 (stereo not given)	-0.5	0.5	-2.2	-0.5	1	-36	-2.0	2	-1.1	3	-1.1
Cc1nc2c(C)cccn2c(=O)c1NC(=O)c1ccc2c(c1)OCO2	-1.7	-0.6	1.9	-0.8	4	-2	2.2	-1	-0.4	3	-0.6
CCC(C)C(=O)Nc1nccs1 (stereo not given)	-1.2	0.2	3.0	0.3	3	2	2.2	0	0.4	-5	-0.6
COc1ccc(CN2CNc3nc4ccccc4n3C2)cc1	0.3	0.1	-0.6	-0.4	3	5	2.3	-4	-0.7	-5	-1.3
CC(C)(C)c1ccc(C(=O)N/C(=C\c2cccs2)C(=O)NCc2ccco2)cc1	-2.9	-0.1	-3.4	-1.6	10	-1	-0.3	-4	-0.5	3	-1.5
CS(=O)(=O)N1CCCC(C(=O)NCc2cccs2)C1 (stereo not given)	-1.1	-0.1	0.6	-0.1	1	20*	-1.1	-1	-0.4	10	-0.9

Grouped by structure: the entries above with two or more sulfur atoms.
SMILES	hcDAF-12 act	proKLK7 act	hgDAF-12 ag	DAX1 inh-1	NPR1 activator	HGIII-sPLA2 inh	FXN GAA850 act	SMARCA2 activ	DAX1 inh-2	GC-B act	ssDAF12 agonist
O=C(NC(=S)Nc1ccc(S(=O)(=O)Nc2nccs2)cc1)c1cccc(F)c1	1.5	0.2	-1.4	-0.2	-1	7	1.0	-2	1.2	5	-1.1
O=S(=O)(c1ccc2c(c1)OCCO2)N1CCN(S(=O)(=O)c2c(F)cccc2F)CC1	-1.8	/	1.0	/	-1	0	/	/	/	2	-1.8
CCCc1nnc(NC(=O)c2nc(S(=O)(=O)Cc3ccc(C)cc3)ncc2Cl)s1	-3.7	0.5	-5.8	-0.7	16	-8	-1.1	5	-2.0	10	-1.0
CS(=O)(=O)N1CCCC(C(=O)NCc2cccs2)C1 (stereo not given)	-1.1	-0.1	0.6	-0.1	1	20*	-1.1	-1	-0.4	10	-0.9
